USP1 inh = Inhibitors of USP1/UAF1: Primary Screen | recombinant USP1/UAF1, Ub-Rhodamine cleavage fluorescence | Potency, µM (doses to about 57.1 µM), inactives show at the top dose activity change, negative = inhibition, most hits filed as inhibitors | 390,000 tested, 0.23% active; note: % is set by controls: 0 for no effect and ±100 for the full control effect; nearly all actives have a fitted effect of over 60% in size; inactives centre near -12
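1 nM enzyme complex + cpd, 15 min RT; start with Ub-Rho 150nM final; kinetic fluorescence ex 480/em 540, 6 reads q60 s. Buffer 50mM HEPES pH 7.8, 0.5mM EDTA, 0.1 mg/ml BSA, 1mM TCEP, 0.01% Tween-20.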
RGS4 inhibitor = Inhibitors of Regulator of G Protein Signaling (RGS) 4: qHTS; Potency, µM (titrated, usually from 114 µM), for inactives: at the top dose activity change, negative = inhibition, actives largely listed as inhibitors; Regulator of G-protein signaling 4 (Homo sapiens), P49798; Transcreener GDP fluorescence polarization, RGS4-accelerated GTP hydrolysis; 390,000 tested, 0.039% active; note: % is set by controls: 0 for no effect and ±100 for the full control effect; nearly all actives have a fitted effect of over 75% in size; some results filed as inactive show a strong effect at the top dose
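MLSMR compounds (23 nl, pin-transferred) preincubated 10 min at room temperature with a 500nM (2x) first reagent, then RGS4 at 900nM (2x) plus Transcreener GDP mix added; fluorescence polarization (620/688 nm) read before and after 90 min at 30 °C.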
mIDH1 inhibitor = qHTS for Inhibitors of mutant isocitrate dehydrogenase 1 (IDH1): qHTS. Isocitrate dehydrogenase [NADP] cytoplasmic (Homo sapiens), O75874. IDH1-R132H enzyme, NADPH consumption, diaphorase/resazurin fluorescence. Potency, µM (series often up to 76.6 µM), without a hit: at the highest dose activity change, negative = inhibition, actives largely listed as inhibitors. 390,000 tested, 0.093% active. AID 602179, 2012; note: % is set by controls: 0 for no effect and ±100 for the full control effect; nearly all actives have a fitted effect of over 65% in size
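IDH1-R132H (0.5 ug/mL) preincubated 30 min with compound, then NADPH (0.016 mM) and alpha-KG (2 mM) added; 80 min at RT, pH 7.5. Remaining NADPH coupled via diaphorase/resazurin to fluorescence (540/590 nm); concentration-response curves normalized to no-enzyme control.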
TrxR1 substrate = qHTS Assay for Substrates of Mammalian Selenoprotein Thioredoxin Reductase 1 (TrxR1): qHTS | Potency, µM (titrated, usually from 114 µM), inactives show top-dose activity change, negative = substrate turnover | 390,000 tested, 0.01% active | purified TrxR1 substrate turnover, NADPH consumption readout | AID 588456, 2011 | Thioredoxin reductase 1, cytoplasmic (Rattus norvegicus), O89049; note: % is set by controls: 0 for no effect and ±100 for the full control effect; nearly all actives have a fitted effect of over 50% in size
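Rat TrxR1, dispensed at 90 nM, was prereduced with 400 uM NADPH (final) for 5 min at ~22 deg C, then incubated with compound 15 min before 400 uM selenite. A first-read NADPH fluorescence drop versus no-compound background flagged substrates.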
RXFP1 agonist = qHTS Assay for Agonists of the Relaxin Receptor RXFP1. Relaxin receptor 1 (Homo sapiens), Q9HBX9. HEK293T-RXFP1 cAMP TR-FRET, 30 min; response scale: percent of porcine relaxin response, buffer zero. Potency, µM (top dose mostly 57.5 µM), for inactives: at the top dose activation, most hits filed as activators. 370,000 tested, 0.3% active. AID 2676, 2010; note: % is set by controls: 0 for no effect and ±100 for the full control effect; nearly all actives have a fitted effect of over 60% in size; many of its hits are not listed in these tables
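HEK293 cells stably expressing RXFP1, treated 30 min at 37C with compounds plus PDE4 inhibitor Ro 20174; cAMP measured by HTRF TR-FRET. Normalized to buffer and 29 nM porcine relaxin; EC50 by Hill fit.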
Vif-A3F inh = qHTS for Inhibitors of Vif-A3F Interactions: qHTS | HeLa A3F-eYFP + Vif (tagged APOBEC3F with the HIV-1 protein that degrades it), YFP fluorescence increase | Potency, µM (top dose mostly 46.1 µM), for the others: top-dose activity, negative = active | 390,000 tested, 0.2% active | AID 602313, 2012; note: % of control where 0% means no effect; nearly all actives have a fitted effect of over 65% in size
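Fluorescence increase (Ex 488/Em 500-530) after overnight compound treatment at 37 deg C flags inhibition of Vif-driven A3F-eYFP loss in stable HeLa A3F-eYFP/Vif cells seeded overnight beforehand.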
Vif-APOBEC3G blk = qHTS for Inhibitors of Vif-A3G Interactions: qHTS. HeLa A3G-eYFP + Vif (tagged APOBEC3G with the HIV-1 protein that degrades it), YFP fluorescence, overnight. AID 602310, 2012. Potency, µM (top dose mostly 46.1 µM), inactives show at the top dose activity, negative = active, actives largely listed as inhibitors. 410,000 tested, 0.076% active;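 note: % is set by controls: 0 for no effect and ±100 for the full control effect; nearly all actives have a fitted effect of over 60% in size; hits raise eYFP signal because A3G escapes Vif-driven loss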
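Read-out is eYFP fluorescence (Ex 488/Em 500-530) from Vif-expressing HeLa A3G-eYFP cells; more signal means A3G escaped Vif-mediated degradation. Cells plated overnight, compound pinned in, incubated overnight at 37 deg C.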
ALOX12 inh = Primary qHTS assay for inhibitors of human arachidonate 12S-lipoxygenase (ALOX12): Round 2. Polyunsaturated fatty acid lipoxygenase ALOX12 (Homo sapiens), P18054. purified 12hLO, xylenol orange hydroperoxide absorbance. Potency, µM (top dose mostly 108 µM), for the others: at the top dose activity change, negative = inhibition, most hits filed as inhibitors. 580,000 tested, 1.1% active. AID 1671190, 2021; note: % is set by controls: 0 for no effect and ±100 for the full control effect
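Hydroperoxide product was detected by ferrous iron/xylenol orange as the 573 to 405 nm absorbance ratio. Arachidonic acid at 40 uM (final) was turned over for 30 min at room temperature by 150 nM human 12hLO, pH 7.0 Hepes buffer, after 15 min compound preincubation.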
rTrxR1 inhibitor = qHTS Assay for Inhibitors of Mammalian Selenoprotein Thioredoxin Reductase 1 (TrxR1): qHTS; 390,000 tested, 1% active; recombinant rTrxR1, NADPH fluorescence consumption, selenite substrate; Thioredoxin reductase 1, cytoplasmic (Rattus norvegicus), O89049; AID 588453, 2011; Potency, µM (series often up to 114 µM), for the others: at the highest dose activity change, negative = inhibition, usual class: inhibitors; note: % is set by controls: 0 for no effect and ±100 for the full control effect; nearly all actives have a fitted effect of over 65% in size
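Rat TrxR1 (90 nM in the dispensed reagent) was pre-reduced with 400 uM NADPH for 5 min at room temperature, then incubated with compound for 15 min. After 400 uM selenite was added, NADPH fluorescence (Ex 340/Em 450 nm) was followed for 8 min.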
* hit, by the source's call; u = inconclusive; x = not tested or not shown; & = joins results of further samples; [ ] = remark or other dose. Calls come from the whole dose curve; as a rule, active = well fitted curve in the direction sought with a large enough effect; inconclusive = small, poorly fitted or top-dose-only effect, or another doubt; inactive = no such curve, though single readings can be large; an effect the other way counts as inactive or inconclusive. Potency is the fitted concentration of half-maximal effect. The list is partial (hit frequency here may not be typical).

The line under a structure holds: USP1 inh	RGS4 inhibitor	mIDH1 inhibitor	TrxR1 substrate	RXFP1 agonist	Vif-A3F inh	Vif-APOBEC3G blk	ALOX12 inh	rTrxR1 inhibitor
Cc1cc(C)c2c(=O)[nH]c(SCC(=O)c3ccc(C)c(C)c3)nc2n1
 : -17.6%	u	2.3%	-1.8%[57.1 µM]	-1.7%	-15.7%	0.9%	u	7.6%[57.1 µM]
Cc1c(CC(=O)NCC(=O)NCC(=O)O)c(=O)oc2cc3oc4c(c3cc12)CCCC4
 : -22.4%	-6.7%[56.9 µM]	0.0%	16.2%	-0.7%	14.6%	-0.6%	u	12.8%
CN(C1CCCCC1)S(=O)(=O)c1cc2c3c(c1)CCN3C(=O)CC2
 : -13.4%	-16.0%	4.8%	6.1%[57.1 µM]	2.9%	-14.2%	0.3%	-6.3%	6.7%[57.1 µM]
COc1ccc(-c2nc3nc(C)cc(C)n3c2Nc2c(C)cccc2C)cc1
 : -14.7%	1.3%	-2.6%	-4.1%	1.5%	-9.0%	-11.4%	-17.4%	5.7%
COc1ccccc1CNC(=O)CSC1=NCCS1
 : -20.9%	-13.9%	0.0%	2.0%[57.1 µM]	1.1%	-6.1%	-3.5%	0.5%	22.4%[57.1 µM]
COc1ccc2[nH]c(=O)c(CN(Cc3ccco3)C(c3nnnn3Cc3ccccc3)C(C)C)cc2c1 (configuration not stated)
 : -11.6%	-14.2%	0.7%	5.8%[57.1 µM]	7.9%	3.6%	0.6%	-11.1%	u
O=C(Nc1nnc(-c2ccccc2)s1)c1ccc(F)cc1
 : -19.0%	-10.5%	-3.9%	0.0%[57.1 µM]	10.8%	0.6%	1.9%	-10.5%	13.3%[57.1 µM]
COc1cc(C)c(Cl)cc1S(=O)(=O)n1ccnc1C
 : 20.0%	5.1%	-0.9%	1.4%	-0.6%	-3.1%	1.0%	-13.7%[57.4 µM]	-1.1%
COc1cc(C(=O)OCC(=O)Nc2ccc(S(=O)(=O)N3CCCC3)cc2)cc(OC)c1OC
 : -6.1%	1.3%	-2.2%	-0.6%	x	-1.3%	0.3%	7.2%	21.9%
CCc1ccc(NC(=O)CSc2nc3n[nH]c(C)c3c(=N)n2-c2cccc(OC)c2)cc1
 : -24.9%	-19.1%	1.1%	6.6%	4.5%	1.3%	-0.3%	5.2%	23.8%
Cn1c(=O)c2c(SCC(=O)Nc3cccc(F)c3)nc(-c3ccco3)nc2n(C)c1=O
 : -15.4%	-20.5%	7.7%	-2.3%	-1.5%	3.1%	0.0%	7.0%	9.7%
N#CC1=C(N)Oc2cc(N)ccc2C1c1cc(Br)cs1 (configuration not stated)
 : -6.6%	8.0%	-3.0%	-0.2%	1.2%	-9.3%	u	27.8%	16.9%
Nc1nnnn1/N=C/c1ccccc1C(F)(F)F
 : -11.3%	-53.7%[11.4 µM]	-0.8%	-6.7%[57.1 µM]	0.9%	-7.3%	0.0%	-16.4%	11.8%[57.1 µM]
COC(=O)c1sccc1NC(=O)CC1NCCNC1=O (configuration not stated)
 : -22.7%	-18.2%	18.8%	3.2%	-0.5%	-3.0%	-5.2%	185.2%[activator]	19.4%
COc1cccc(N(C(=O)CNC(=O)c2ccco2)C(C(=O)NC2CCCC2)c2ccncc2)c1 (configuration not stated)
 : -0.2%	-39.5%	4.3%	-10.2%	0.4%	-5.4%	-4.8%	0.0%	-32.8%
NC(=O)c1ccc(Oc2ccc3ccc(=O)oc3c2)c([N+](=O)[O-])c1
 : -9.2%	-10.4%	-0.4%	14.8%	0.2%	-2.5%	2.3%	u	-2.7%
Cc1cc(C)c(OCC(=O)Nc2ccc(NC(=O)c3ccco3)cc2)c([N+](=O)[O-])c1
 : -2.7%	25.6%	3.2%	-5.1%	0.4%	-1.9%	-3.1%	-6.0%	-9.6%
CCCOC(=O)c1ccc(NC(=O)c2ccccc2OC)cc1
 : -3.4%	12.8%	4.6%	1.4%[57.1 µM]	1.3%	5.7%	-3.0%	-5.5%	3.9%[57.1 µM]
CCC(C)(C)C(=O)O[C@H]1C[C@@H](C)C=C2C=C[C@H](C)[C@H](CC[C@@H]3C[C@@H](O)CC(=O)O3)[C@H]21
 : -21.0%	u	4.3%	-2.1%	1.2%	4.9%	u	7.5%&10.1%&0.0%	1.5%
COc1cccc(CNc2ncc(-c3ccc(Br)cc3)n2C)c1
 : -27.0%	13.4%	20.2%	1.8%[57.1 µM]	-0.5%	1.4%	-0.7%	8.91µM*	22.3%[57.1 µM]
O=C(CNC(=S)N(Cc1ccc(F)cc1)C1CCCCC1)NC1CC1
 : -7.9%	-0.1%	6.7%	18.4%	-1.0%	1.4%	3.0%	5.3%	21.5%
COc1cccc2sc(N3CCN(C(=O)CS(=O)(=O)c4ccc(Cl)cc4)CC3)nc12
 : -17.6%	0.4%	3.6%	-1.4%[57.1 µM]	2.2%	-4.7%	7.0%	-27.2%	14.4%[57.1 µM]
O=C(NN1CCOCC1)c1ccc(Br)s1
 : -12.6%	5.7%	1.5%	-5.9%	3.7%	3.9%	0.2%	-1.8%	6.5%[57.1 µM]
CCOc1ccc(S(=O)(=O)N(CC(=O)Nc2cc(C)on2)Cc2ccccc2Cl)cc1
 : -11.9%	-16.1%	0.1%	-7.4%	0.8%	0.0%	2.6%	5.1%	25.2%
OCC[C@@H]1C[C@@H](O)[C@H](O)[C@@]2(OCCc3ccccc32)O1
 : 4.7%	-35.3%	3.5%	-3.2%	0.6%	-5.0%	-0.1%	22.5%	2.4%
COc1ccc(S(=O)(=O)NCCCCCC(=O)O)cc1C(=O)O
 : -22.9%	-1.0%	-2.6%	6.3%	4.0%	0.0%	0.8%	-4.2%	32.8%
C=CCC(CC=C)(C(N)=O)c1ccccc1
 : -17.4%	-25.3%	0.0%	7.8%	0.2%	-8.1%	1.0%	28.4%	20.0%
CCn1c(=O)c2cc(C(=O)NCCN(C)C)sc2c2ccccc21
 : -29.7%	21.7%	8.1%	76.9%[activator]	5.6%	-16.7%	5.6%	5.7%	-6.8%
COc1cccc(F)c1C(=O)NC(=O)Nc1ccc2nc(C)oc2c1
 : u	-10.8%	-2.8%	1.1%	1.1%	u	0.2%	x	-0.7%
COc1ccc(NC2CCCN(C(=O)CCC3=NNC(=O)CC3)C2)cc1 (configuration not stated)
 : -14.3%	-21.1%	-4.0%	10.2%	-1.5%	-1.3%	3.8%	x	10.6%

Other structures follow.
The line under a structure holds: USP1 inh	RGS4 inhibitor	mIDH1 inhibitor	TrxR1 substrate	RXFP1 agonist	Vif-A3F inh	Vif-APOBEC3G blk	ALOX12 inh	rTrxR1 inhibitor
COc1cc(CC(=O)OC2CCOC2=O)cc(OC)c1OC (configuration not stated)
 : -18.7%	-8.7%[11.4 µM]	2.5%	-7.9%[57.1 µM]	2.3%	5.4%	1.0%	0.4%	10.9%[57.1 µM]
CCOC(=O)Nc1ccc(OC)cc1S(=O)(=O)N1CCCCC1
 : -22.5%	16.7%	3.0%	5.2%[11.4 µM]	2.6%	-5.8%	-3.3%	7.8%	8.7%
Cc1ccc(S(=O)(=O)N2CCCC2C(=O)OCc2nc3ccccc3s2)cc1 (configuration not stated)
 : -18.3%	-20.9%	7.7%	-6.0%	2.4%	2.6%	-0.2%	-3.9%	-2.5%
C=C(CN(C)C)C(=O)c1ccc(C)cc1C
 : -23.6%	u	-2.5%	15.5%[11.4 µM]	x	13.2%	u	u	2µM*
Cc1ccsc1CN(C)C(=O)CN1C(=O)NC2(CCCc3ccccc32)C1=O (configuration not stated)
 : -11.4%	0.7%	-9.6%	-6.9%	-2.2%	-0.9%	4.8%	9.5%	-9.6%

Quoted at random: 3 compounds from above
The line under a structure holds: USP1 inh	RGS4 inhibitor	mIDH1 inhibitor	TrxR1 substrate	RXFP1 agonist	Vif-A3F inh	Vif-APOBEC3G blk	ALOX12 inh	rTrxR1 inhibitor
Cc1ccc(S(=O)(=O)N2CCCC2C(=O)OCc2nc3ccccc3s2)cc1 (configuration not stated)
 : -18.3%	-20.9%	7.7%	-6.0%	2.4%	2.6%	-0.2%	-3.9%	-2.5%
COc1cc(CC(=O)OC2CCOC2=O)cc(OC)c1OC (configuration not stated)
 : -18.7%	-8.7%[11.4 µM]	2.5%	-7.9%[57.1 µM]	2.3%	5.4%	1.0%	0.4%	10.9%[57.1 µM]
C=C(CN(C)C)C(=O)c1ccc(C)cc1C
 : -23.6%	u	-2.5%	15.5%[11.4 µM]	x	13.2%	u	u	2µM*

Screens (PubChem BioAssay)
